Assay outcomes from PubChem.
Growth percent in the NCI-60 one-dose screen (48 h, 10 µM unless noted): 100 = growth as untreated, 0 = no growth, -100 = all killed.
SF-268 = SF-268 CNS cancer cells. 82,000 compounds, 3.1% hits
HCC-2998 = HCC-2998 colon cancer; 79,000 compounds, 4.7% hits; AID 1794799
SF-295 = SF-295 CNS cancer cells; 79,000 compounds, 5.6% hits
PC-3 = PC-3 prostate cancer cells; 80,000 compounds, 3.9% hits
SF-539 = SF-539 CNS cancer. 81,000 compounds, 6.8% hits
U251 = U251 CNS tumor cells | 80,000 compounds, 5.4% hits | AID 1794753
SNB-75 = SNB-75 CNS cancer. 79,000 compounds, 5% hits. AID 1794750
SNB-19 = SNB-19 CNS cancer cells. 81,000 compounds, 2.5% hits. AID 1794751
* marks the source's active call; other numbers are inactive results; . = no result given; & = joins results of further samples; [ ] = another dose, or the depositor's remark. How the source made its calls: active means growth percent below 10; inactive means the rest. This is a subset; the hit share may differ from the screen's.

Every second line gives: U251	SNB-19	HCC-2998	PC-3	SF-295	SF-268	SNB-75	SF-539
1. Clc1ccc(Br)cc1
    102	101	103	101	106	117	90	102
2. C[C@@]12CC=C3c4nc(Nc5cccc(O)c5)sc4CC[C@]3(C)[C@H]1CC[C@]1(C)C(=O)CC[C@@H]21
    19	58	81	28	-48*	43	37	-42*
3. O=C(c1ccccc1)C(F)(Cl)Cl
    100	101	97	98	101	97	97	102
4. CC1CCN(C(Cc2ccccc2Cl)c2ccccc2)CC1 (stereo not drawn)
    97	105	95	81	71	101	80	101
5. CC[C@H]1CN2CCC1C[C@@H]2[C@@H](O)c1ccnc2ccc(OC)cc12 (stereo partly drawn)
    .	103	102	81	92	109	100	108
6. COc1cc(N(CCCl)CCCl)ccc1C=Nc1ccccc1C(=O)O
    96	97	88	90	98	103	86	102
7. O=C1CC(c2cc(=O)oc3ccc(Cl)cc23)c2c(c3ccccc3oc2=O)O1 (stereo not drawn)
    100	103	109	92	99	101	99	95
8. Cn1cc(-c2csc(-c3cn(CCN4CCOCC4)c4ccccc34)n2)c2cccnc21
    67	84	99	21	72	80	75	73
9. O=Cc1ccc(C(Cl)(Cl)Cl)nc1
    97	127	99	89	99	101	82	99
10. CN1C(=O)N[C@H]2[C@@H]3NC(=O)c4ccc(Br)n4[C@@H]3C[C@]21O
    -14*	-16*	-24*	-12*	-36*	-2.6*	-70*	-60*
11. C[CH2][Pb]([CH2]C)([CH2]C)[O]C(=O)c1ccc(N)cc1
    77	.	67	57	91	73	47	87
12. C[C@]12C[C@@H](CO)[C@H](O)C[C@@H]1CC[C@@H]1[C@@H]2CC[C@@]2(C)[C@H]1CC[C@]2(C)O
    88	101	119	86	.	101	86	85
13. CCCCOP(=O)(OCCCC)c1ccccc1
    99	108	103	96	102	104	100	106
14. O=C(CCl)Cc1ccccc1
    107	109	90	97	115	107	89	99
15. O=C(CCF)c1ccc(O)cc1
    106	96	108	98	100	.	97	103

3 entries already listed, arranged by heavy-atom count, rising:
Every second line gives: U251	SNB-19	HCC-2998	PC-3	SF-295	SF-268	SNB-75	SF-539
9. O=Cc1ccc(C(Cl)(Cl)Cl)nc1
    97	127	99	89	99	101	82	99
12. C[C@]12C[C@@H](CO)[C@H](O)C[C@@H]1CC[C@@H]1[C@@H]2CC[C@@]2(C)[C@H]1CC[C@]2(C)O
    88	101	119	86	.	101	86	85
2. C[C@@]12CC=C3c4nc(Nc5cccc(O)c5)sc4CC[C@]3(C)[C@H]1CC[C@]1(C)C(=O)CC[C@@H]21
    19	58	81	28	-48*	43	37	-42*

The list goes on.
Every second line gives: U251	SNB-19	HCC-2998	PC-3	SF-295	SF-268	SNB-75	SF-539
16. CCCCCCCCCCCCCCCCOc1ccc(-c2cc(Cl)c3cc(S(=O)(=O)F)ccc3n2)cc1S(=O)(=O)F
    108	109	113	102	100	110	80	101
17. O=c1[nH]c(=O)n(Cl)c(=O)n1Cl
    113&99	98&106	96&123	98&99	114&101	136&108	105&124	92&106
18. CN(C)C1OCCO1
    102	107	101	101	.	105	94	97
19. ClCCN(CCCl)c1ccc(OCc2ccccc2)cc1
    40	57	89	63	10	36	54	8.5*
20. C[C@]12CCc3sc(-c4ccc(Br)cc4)nc3C1=CC[C@@H]1[C@@H]2CC[C@]2(C)C(=O)CC[C@@H]12
    95	109	106	97	101	94	104	94
21. CCCCCCC(C)(C)c1cc(O)c2c(c1)OC(C)(C)C1CC=C(C(=O)O)CC21 (stereo not drawn)
    100	108	96	82	77	89	98	84
22. C/C=C1\CN2CCC1CC2C(O)c1ccnc2ccc(O)cc12 (stereo not drawn)
    101	106	130	94	90	103	111	103
23. OC1(c2ccc(Cl)cc2Cl)c2ccccc2C2=NCCN21 (stereo not drawn)
    89	101	75	79	95	103	94	102
24. CCCCC1(CC)COP(=O)(OCC(Cl)(Cl)Cl)OC1 (stereo not drawn)
    113	102	.	98	106	102	91	99
25. CC(C)OCCCNC(=O)CCl
    103	110	108	102	125	110	97	114
26. CNC(=O)Oc1ccccc1Br
    96	103	96	91	112	104	80	94
27. CCOP(=S)(N/N=C1/C2(C)CCC(C2)C1(C)C)OCC (stereo not drawn)
    .	103	98	75	94	99	90	105
28. CN[C@@]1(c2ccccc2Cl)CCCC[C@@H]1NCC1CC1
    100	95	105	102	99	98	85	97
29. O=C(O)/C=C/c1ccccc1
    100&101	109&99	111&102	97&92	103&119	116&98	95&96	104&95
30. NC(=O)[C@H](Cc1ccccc1)NC(=O)c1nn(CCCCCF)c2ccccc12
    96	104	110	92	103	99	93	94

No new results follow: an excerpt of the list.
Every second line gives: U251	SNB-19	HCC-2998	PC-3	SF-295	SF-268	SNB-75	SF-539
1. Clc1ccc(Br)cc1
    102	101	103	101	106	117	90	102
2. C[C@@]12CC=C3c4nc(Nc5cccc(O)c5)sc4CC[C@]3(C)[C@H]1CC[C@]1(C)C(=O)CC[C@@H]21
    19	58	81	28	-48*	43	37	-42*

Carrying on.
Every second line gives: U251	SNB-19	HCC-2998	PC-3	SF-295	SF-268	SNB-75	SF-539
31. O=S(=O)(c1ccc(Cl)cc1)c1ccc(Cl)cc1
    92&99	107&106	104&99	74&83	105&95	101&99	88&96	108&100
32. Fc1ccc(N2COOC3(CCCCCC3)OOC2)cc1
    106	102	111	105	97	98	.	99
33. O=C(O)C1(c2ccccc2)OC1c1ccccc1 (stereo not drawn)
    92	100	109	93	106	100	99	101
34. CNCC(=O)c1ccc(O)c(O)c1
    95&100&108	109&101&108	96&111&114	96&91&95	102&100&107	100&111&91	81&58&96	93&95&106
35. CCCCCCC(C)(C)c1cc(OC)c2c(c1)OC(C)(C)[C@@H]1CC=C(C)C[C@@H]21
    101	107	107	94	105	101	88	110
36. C/C(CCN1CC1)=N\NC(=O)Nc1cccc2ccccc12
    97&98	104&95	109&98	95&92	104&116	107&104	100&84	108&107
37. CCc1ccccc1[N+](=O)[O-]
    101	98	103	95	102	103	91	95
38. O=C(O)COc1cccc(Cl)c1
    109	106	103	94	116	107	84	103
39. Nc1ncnc2[se]c3c(c12)CCCCC3
    103	109	113	98	108	100	95	105
40. O=C1NC(=O)C(=Cc2csc3ccccc23)C(=O)N1
    98	95	104	.	98	93	84	96
41. Cc1ccc(OC(=O)N(C)C)c(C)c1
    105	108	99	103	107	111	82	108
42. CNC(=O)O/N=C(\SC)C(=O)N(C)C
    101	106	77	85	113	105	101	103
43. C=CCN1C(=O)C(CC)(CCC(C)C)C(=O)NC1=S (stereo not drawn)
    97	100	124	92	89	109	97	111
44. NNC(=O)c1ccc(O)cc1
    .	95	102	85	96	102	99	106
45. O=C1CC2OCC=C3CN4CC[C@]56c7ccccc7N1C5[C@H]2[C@H]3CC46 (stereo partly drawn)
    98	102	102	96	102	106	93	99

Later entries.
Every second line gives: U251	SNB-19	HCC-2998	PC-3	SF-295	SF-268	SNB-75	SF-539
46. Cc1ccc(N=CN(C)C=Nc2ccc(C)cc2C)c(C)c1
    94	103	100	88	99	103	88	97
47. CC1C(c2ccccc2)OCCN1C (stereo not drawn)
    102	107	105	101	105	96	94	115
48. O=S(=O)(F)c1ccc(I)cc1
    100	104	104	107	127	109	106	102
49. CC1CN1P(=O)(N1CC2CCC(CC2)C1)N1CC1C (stereo not drawn)
    97	113	109	101	111	110	104	100
50. COC(=O)C(C)NP(=O)(N1CC1)N1CC1 (stereo not drawn)
    100	115	103	102	108	97	98	110
51. CNC(C)Cc1ccccc1 (stereo not drawn) (tested in a mixture with another compound)
    90	105	101	93	98	108	100	100
52. ClC(Cl)=C(c1ccc(Cl)cc1)c1ccccc1Cl
    91	118	95	99	.	106	83	110
53. COP(=S)(OC)Oc1ccc([N+](=O)[O-])c(Cl)c1
    106	111	99	85	99	104	.	95
54. CC1=C(CN(O)C(N)=O)C2=C(C)C3(CC3)[C@](C)(O)C(=O)C2=C1
    24	33	-63*	8.9*	0.3*	14	-22*	-1.9*
55. COc1ccc(C(CN(C)C)C2(O)CCCCC2)cc1 (stereo not drawn)
    101	110	102	105	105	113	126	109
56. CNN
    97	111	111	111	.	111	121	96
57. CC(=O)OC1CC2(O)C(CCC3(C)C(c4ccc(=O)oc4)CCC32O)C2(C)CCC(OC3OC(CO)C(O)C(O)C3O)C=C12 (stereo not drawn)
    -92*	-94*	-63*	-55*	-62*	-97*	-61*	-98*
58. COC(=O)[C@@H](C[C@H](Cc1ccccc1)NC(=O)c1csc([C@@H](C[C@H](C(C)C)N(C)C(=O)[C@@H](NC(=O)[C@H]2CCCCN2C)C(C)C)OC(C)=O)n1)NC(=O)OCc1ccccc1
    6.8*[9.5 µM]	25[9.5 µM]	19[9.5 µM]	32[9.5 µM]	3.9*[9.5 µM]	15[9.5 µM]	26[9.5 µM]	-19*[9.5 µM]
59. CC(=O)c1c(O)[nH]c(=S)[nH]c1=O
    101	99	105	98	103	99	104	98
60. CN(C)Cc1c[nH]c2cc([N+](=O)[O-])ccc12
    99	96	103	97	120	104	91	108

Remaining list, next part
Every second line gives: U251	SNB-19	HCC-2998	PC-3	SF-295	SF-268	SNB-75	SF-539
61. Cc1cc(NC(=O)Oc2ccccc2)ccc1S(=O)(=O)F
    96	110	105	101	87	106	96	92
62. CC(O)c1cccc(Cl)c1 (stereo not drawn)
    91	103	96	94	101	105	85	100
63. COC(=O)[C@@H](C)C[C@H](Cc1ccccc1)NC(=O)c1csc([C@@H](C[C@H](C(C)C)N(C)C(=O)[C@@H](NC(=O)[C@H]2CCCN2C)C2CC2)OC(C)=O)n1
    8.7*	76	15	8.4*	1.0*	16	29	-15*
64. CCOP(=O)(OCC)C(O)c1ccc(Cl)c(Cl)c1 (stereo not drawn)
    103	108	108	101	103	115	89	117
65. COc1cc(OC)c(S(=O)(=O)N(CCCl)CCCl)cc1C(=O)/C=C/c1cc(OC)c(OC)c(OC)c1
    -80*	-39*	-91*	10	0.9*	2.7*	-78*	-74*
66. N#CC(c1ccccc1)N1CCOCC1 (stereo not drawn)
    98	101	103	87	98	109	104	97
67. O=c1c2ccccc2[nH]c(=S)n1-c1cccc(Cl)c1
    93	103	84	104	92	122	75	92
68. NC(N)=NCCCCNC(=O)Oc1c(Br)cc(O)c(CC(=O)O)c1Br
    99	100	111	100	112	94	110	107
69. Cc1ccc(C(Cc2ccccc2)NCCO)cc1 (stereo not drawn)
    88	99	100	69	98	98	87	85
70. CC[C@]12C=CCN3CC[C@@]4(c5ccc(OC)cc5N(C)[C@H]4[C@@](O)(C(=O)OC)[C@@H]1OC(=O)CCCN1CCN(CCCC(=O)O[C@@H]4[C@]5(CC)C=CCN6CC[C@@]7(c8ccc(OC)cc8N(C)[C@H]7[C@@]4(O)C(=O)OC)[C@@H]65)CC1)[C@@H]32
    -84*	-94*	-87*	-80*	-86*	-83*	-94*	-95*
71. CC12CCC3(CCC(=O)NCCNc4ccnc5cc(Cl)ccc45)[C@@](C)(OO[C@]3(C)O1)O2
    95	89	99	86	100	110	126	95
72. COP(=O)(OC)N1CCCCC1
    93	97	114	82	112	102	97	101
73. CCC(=O)OC1CCn2c1nc1c2C(=O)C(C)=C(N2CC2)C1=O (stereo not drawn)
    -24*	1.1*	-53*	8.6*	2.0*	7.5*	-87*	-34*
74. FC(F)(F)c1cccc(NC2=NCCS2)c1
    94	92	109	93	.	97	118	103
75. CC(C)NC(=O)NC(=O)CI
    94	112	117	103	116	109	101	97

Next part
Every second line gives: U251	SNB-19	HCC-2998	PC-3	SF-295	SF-268	SNB-75	SF-539
76. CC1(CF)NC(=O)NC1=O (stereo not drawn)
    115	98	102	101	118	104	90	.
77. CCCCOC(=O)CC(C)SP1(=S)OCC(CC)(CC)CO1 (stereo not drawn)
    95	112	91	87	105	106	101	103
78. CC(C)CCCC(C)C1CCC2C3CC=C4CC(OC(=O)c5cc([N+](=O)[O-])c(N6CC6)c([N+](=O)[O-])c5)CCC4(C)C3CCC12C (stereo not drawn)
    103	113	107	94	96	103	96	102
79. CCC(=O)C(CCN(C)C)(c1ccccc1)c1ccccn1 (stereo not drawn)
    102	107	.	86	102	80	99	102
80. N#CCCc1ccccc1
    105	98	103	108	108	106	86	96
81. NC(=O)NC(=O)CBr
    101	108	108	100	71	102	113	97
82. O=NNc1ccccn1
    80	101	87	83	96	91	95	94
